# Nrf2 ARE act: activates Nrf2 signaling | AID 624171 | AREc32 ARE-luciferase reporter (MCF7-derived line), luminescence, 24 h | Potency, µM (titrated, usually from 46.1 µM), for the others: at the top dose activation, actives largely listed as activators | actives 0.31% (n = 410,000); also: potency is read from the fitted curve at half-maximal effect; % of control where 0% means no effect; nearly all actives have a fitted effect of over 65% in size
#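 Quantitative high-throughput format: AREc32 reporter cells, 1000 per well, received compound by pin transfer and were incubated 24 hr at 37 deg C, 5% CO2, before Steady-Glo luminescence detection.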
# Nrf2 block: blocks Nrf2 signaling | A549 ARE-Fluc reporter, luciferase luminescence, 18-24 h | Potency, µM (titrated, usually from 46 µM), for the others: at the top dose activity change, negative = inhibition, usual class: inhibitors | actives 2.1% (n = 360,000) | AID 504444; also: potency is read from the fitted curve at half-maximal effect; % is scaled to controls: 0 for no effect and ±100 for the full control effect; nearly all actives have a fitted effect of over 60% in size
#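 A549 ARE_Fluc cells, 5000/well, 5% FBS OPTI-MEM; compounds in dose-response, 18-24 h at 37 °C/5% CO2; CellTiter-Fluor viability read (Ex 405/Em 525), then BugLite luciferase luminescence = Nrf2 activity.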
# TGFb SMAD3 inh: blocks TGF-b signaling | HepG2 CAGA-GFP TGF-b/SMAD3 reporter, GFP fluorescence, 18 h; TGF-beta stimulated, 500 pg/mL final | Potency, µM (highest dose often 46.1 µM), for inactives: at the highest dose activity, negative = inhibition, hits mostly inhibitors | actives 1.2% (n = 410,000) | AID 588855; also: potency is read from the fitted curve at half-maximal effect; % is scaled to controls: 0 for no effect and ±100 for the full control effect; nearly all actives have a fitted effect of over 65% in size
#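 Inhibition was scored as loss of TGF-beta-induced (500 pg/mL final, 18 hours, 37 degrees C) GFP in HEPG2 cells carrying a CAGA-GFP reporter, in DMEM with 1% FBS. Well GFP was summed per cell; Activity was normalised to unstimulated and stimulated DMSO wells, then concentration-response fitting.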
# A549 viability: A549 cytotoxicity, counter-screen for Nrf2 inhibitors | A549 ARE-Fluc cells, CellTiter-Fluor viability, 18-24 h | Potency, µM (titrated, usually from 46 µM), for inactives: top-dose activity change, negative = cytotoxicity, actives largely listed as inhibitors | actives 0.16% (n = 390,000) | AID 504648; also: potency is read from the fitted curve at half-maximal effect; % is scaled to controls: 0 for no effect and ±100 for the full control effect
#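 Cytotoxicity counterscreen: CellTiter-Fluor fluorescence was measured in A549 ARE_Fluc cells after 18-24 h of compound exposure in a concentration series. The subsequent BugLite luminescent read reports ARE-luciferase activity.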
# ATXN viability: cell viability loss in ATXN counter-screen; S2 cells (HEK-293 line with an ATXN2-luciferase reporter) viability, CellTiter-Fluor protease fluorescence, 24 h; actives 0.49% (n = 400,000); Potency, µM (top dose mostly 56.7 µM), hits mostly cytotoxic; also: potency is read from the fitted curve at half-maximal effect; nearly all actives have a fitted effect of over 40% in size
# ATXN2 expr inh: reduces ATXN2 reporter expression in HEK-293 cells; HEK-293 ATXN2-luciferase reporter, luminescence, 24 h; Potency, µM (top dose mostly 57 µM), for the others: at the highest dose activity change, negative = inhibition, hits mostly inhibitors; actives 0.72% (n = 360,000); also: potency is read from the fitted curve at half-maximal effect; % is scaled to controls: 0 for no effect and ±100 for the full control effect; nearly all actives have a fitted effect of over 55% in size
#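 qHTS (up to 57 uM final) was run with 24 h compound exposure of reporter cells at 37 °C. Each well was multiplexed: SteadyGlo luminescence measured ATXN2-luciferase expression after a fluorogenic Gly-Phe-AFC viability readout (25 uM final).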
# IL-2 act: activators of IL-2 | IL-2 activation reporter assay, cell-based qHTS; stimulated with anti-CD3/CD4/CD28 beads; in transgenic mouse T cells | activation, % (series mostly up to about 46 µM) | actives 0.065% (n = 360,000); in the data active = activation above about 50%; inconclusive = mostly about 30% to 49%; also: 0% is about no effect
#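 Unstimulated transgenic mouse T cells preincubated 60 min with compound, then stimulated with anti-CD3/anti-CD4-coated beads plus anti-CD28 for 18 h at 37 degrees C. IL-2 response read as EGFP and DsRed fluorescence by plate cytometry.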
# HepG2 viability: HepG2 cytotoxicity, counter-screen for TGF-b inhibitors. HepG2 CAGA-GFP viability, ATP luminescence, 18 h. Potency, µM (titrated, usually from 46.1 µM), for inactives: top-dose activity change, negative = cytotoxicity, actives largely listed as cytotoxic. actives 0.76% (n = 410,000); also: potency is read from the fitted curve at half-maximal effect; some results filed as inactive show a strong effect at the top dose
#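 HepG2 CAGA-GFP cells (1000/well, DMEM with 1% FBS) received compound, then TGF-beta at 500 pg/mL final, and were incubated 18 hours at 37 degrees C. Viability was read by CellTiter-Glo luminescence. Media-only wells were set as complete cell-killing and DMSO as no toxicity.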
# EPAC2 ag: EPAC2 (human) agonism; Q8WZA2; Potency, µM (series often up to 154 µM), for the others: top-dose activation, most hits filed as activators; EPAC2 activation, biochemical qHTS; response scale: 100% = 6.5 mM cAMP response; actives 0.079% (n = 360,000); AID 720711; also: potency is read from the fitted curve at half-maximal effect; nearly all actives have a fitted effect of over 50% in size
# Target sequence (Q8WZA2 whole entry, looked up): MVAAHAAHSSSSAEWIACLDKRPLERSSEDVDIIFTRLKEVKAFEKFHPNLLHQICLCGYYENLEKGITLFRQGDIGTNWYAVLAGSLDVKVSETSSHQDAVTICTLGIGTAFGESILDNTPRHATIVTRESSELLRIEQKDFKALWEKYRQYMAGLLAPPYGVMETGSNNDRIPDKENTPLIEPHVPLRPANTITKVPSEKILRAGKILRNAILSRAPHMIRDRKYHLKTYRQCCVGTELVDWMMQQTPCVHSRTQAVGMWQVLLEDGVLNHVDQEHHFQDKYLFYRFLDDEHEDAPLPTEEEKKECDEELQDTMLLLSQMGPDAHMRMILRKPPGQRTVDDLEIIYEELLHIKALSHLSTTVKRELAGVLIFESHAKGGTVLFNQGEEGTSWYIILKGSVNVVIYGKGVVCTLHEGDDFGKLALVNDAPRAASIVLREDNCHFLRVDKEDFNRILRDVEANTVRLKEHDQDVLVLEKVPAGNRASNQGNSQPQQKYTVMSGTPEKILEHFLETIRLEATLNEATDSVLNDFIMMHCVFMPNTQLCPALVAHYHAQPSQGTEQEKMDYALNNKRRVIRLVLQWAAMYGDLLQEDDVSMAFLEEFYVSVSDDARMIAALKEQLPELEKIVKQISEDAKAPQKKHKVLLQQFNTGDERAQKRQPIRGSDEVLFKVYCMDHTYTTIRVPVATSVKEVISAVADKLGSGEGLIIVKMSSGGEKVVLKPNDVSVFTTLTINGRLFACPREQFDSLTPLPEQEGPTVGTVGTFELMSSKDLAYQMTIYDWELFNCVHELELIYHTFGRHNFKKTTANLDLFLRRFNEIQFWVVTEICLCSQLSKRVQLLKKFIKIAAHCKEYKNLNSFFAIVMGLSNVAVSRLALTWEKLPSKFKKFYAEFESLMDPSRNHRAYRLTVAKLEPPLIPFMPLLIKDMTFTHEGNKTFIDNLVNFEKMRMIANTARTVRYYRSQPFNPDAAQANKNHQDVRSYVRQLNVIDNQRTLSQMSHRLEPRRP
#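 qHTS, titration series. 100 nM EPAC2 / 250 nM Rap1B-BODIPY-GDP / 50 uM GDP; RT; ex 480/em 540 nm, 5-min reads to 30 min. Norm. to 6.5 mM cAMP = activation.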
# The depositor's hits bear a star; i = inactive; ? = inconclusive; / = no result given; & = joins results of further samples; [ ] = dose if it differs, or a comment. Unless noted, calls follow the shape of the dose curve; as a rule, active = well fitted curve in the direction sought with a large enough effect; inconclusive = small, poorly fitted or top-dose-only effect, or another doubt; inactive = no such curve, though single readings can be large; an effect the other way counts as inactive or inconclusive.
Structure	EPAC2 ag	TGFb SMAD3 inh	ATXN viability	IL-2 act	HepG2 viability	Nrf2 block	ATXN2 expr inh	A549 viability	Nrf2 ARE act
NC(=O)c1c(NC(=O)CSc2nnc(-c3ccco3)n2-c2ccccc2)sc2c1CCC2	9.4%	3.8%	i	-2.5	-10.9%	?	-21.3%	-17.2%	-0.5%
CN1CCN(S(=O)(=O)c2ccc(NC(=O)c3csc4ccccc34)cc2)CC1	13.4%	17.0%	i	1.1	-33.3%	14.4%	23.8%	-12.6%	0.7%
O=C(CSc1nnc(CN2CCOCC2)n1-c1ccc(Cl)cc1)N1CCc2ccccc21	9.0%	?	i	-0.1	-10.9%	-5.6%	-6.5%	-10.9%	-0.4%
CCc1ccc2oc(=O)cc(CN3CCCCC3)c2c1	1.3%	0.0%	i	-1.0	-8.7%	8.2%	3.2%	1.5%	-1.1%
COC(=O)c1cc(S(=O)(=O)Nc2cc(OC)cc(OC)c2)c[nH]1	4.1%	-0.2%	i	-1.4	-7.6%	-20.0%	2.8%	2.8%	3.0%
C=CCn1c(SCC(C)=O)nnc1-c1cc(-c2ccccc2)sc1N	13.8%	-22.4%	i	-0.3	-5.7%	-24.4%	-12.8%	5.2%	3.6%
COc1ccc(C(C)=O)cc1COc1ccc([N+](=O)[O-])c(C)c1	6.7%	-18.6%	i	-0.2	-7.3%	-12.1%	-24.2%	1.7%	3.0%
CCN1CCN(c2cc(C)c3cc(NC(=O)c4ccncc4)ccc3n2)CC1	4.5%	3.5%	i	-1.5	-11.7%	-15.1%	4.8%	?	3.1%
CCc1ccc(S(=O)(=O)c2ccc(-n3nc(C)cc3N)cc2)cc1	10.4%	-1.4%	i	0.0	-5.3%	-10.6%	-10.6%	-11.4%	0.3%
COc1ccc(NS(=O)(=O)c2ccc(N3CCCC3)c(NC(=S)Nc3ccc(SC(F)F)cc3)c2)cc1	11.2%	-19.7%	i	-3.2	5.5%	-18.3%	-6.5%	-18.0%	0.1%
COc1cc2c(cc1OC)CN(C(=O)c1ccco1)CC2	-1.0%	0.2%	i	-0.5	-10.1%	?	/	6.5%	4.2%
O=C(O)CCCN1C(=O)/C(=C/c2cn(-c3ccccc3)nc2-c2cccs2)SC1=S	?	65.1%[activator]	i	5.7	-33.8%	?	-23.1%	-18.9%	16.0%
CCCCC1(Cc2ccc(OC)c([N+](=O)[O-])c2)C(=O)N(c2ccccc2)N(c2ccccc2)C1=O	-4.4%	-4.5%	i	-1.0	-5.6%	?	-11.4%	-3.9%	0.0%
O=C(Cc1cccs1)N1CCN(S(=O)(=O)c2ccc(Br)cc2)CC1	6.5%	-1.1%	i	1.0	-1.0%	-26.9%	-3.3%	0.3%	-0.1%
COc1ccccc1Cc1nc2ccccc2nc1SCC(=O)NCc1ccc(C)cc1	/	7.8%	i	/	-6.4%	/	1.6%	-3.5%	-0.6%
COc1nccnc1NS(=O)(=O)c1ccc(NC(=O)c2cccc(C)c2)cc1	12.9%	0.5%	i	1.5	-1.8%	-26.2%	2.2%	0.8%	1.4%
O=C(CC(=O)c1ccccc1)Nc1ccc([N+](=O)[O-])cc1	10.1%	?	i	-0.2	-27.8%	12.2%	-10.6%	-12.2%	18.6%
COc1ccccc1NC(=O)Cn1nnc(C(=O)NCc2cccs2)c1N	4.4%	-29.2%&-42.4%	?	-0.8	13.9%&-1.7%	?	-12.7%	-4.3%&-3.2%	-0.4%&0.3%
Cc1noc(C)c1C(=O)N1CCc2ccccc21	2.5%	-0.9%	i	-1.5	-17.2%	0.6%	0.9%	-2.8%	0.3%
Cc1ccc(C)c(OCC(=O)Nc2nc3ccc([N+](=O)[O-])cc3s2)c1	8.1%	2.3%	i	-2.5	0.6%	-16.7%	-13.1%	-2.3%	0.2%
Fc1ccccc1/C=N/Nc1cc(N2CCCCC2)ncn1	1.9%	-5.5%	i	-0.3	-40.8%	?	/	3.3%	3.0%
CCCCC1SC(N)=NC1=O (stereo not given)	3.8%	15.8%	i	-0.3	0.4%	-18.0%	-0.3%	2.6%	0.0%
Cc1ccc2c(=O)cc(C(=O)Nc3c(C(=O)Nc4cccc(Cl)c4)oc4ccccc34)oc2c1	/	17.4%	i	/	2.9%	14.3%	4.2%	-8.5%	-1.2%
CCC1(c2ccccc2)NC(=O)N(CC(=O)Nc2ccc(N3CCCC3)cc2C)C1=O (stereo not given)	-2.1%	-0.1%	i	-2.8	-1.6%	-33.1%	3.0%	-12.0%	-0.1%
O=C(N/N=C/c1ccc(O)c(O)c1)NC12CC3CC(CC(C3)C1)C2	4.5%	-6.9%	i	-0.2	-34.3%	5.0%	-15.3%	-13.5%	10.4%
CC(=O)N/C(=C\c1ccccc1)C(=O)OCC(=O)N(C)C1CCCCC1	8.5%	-19.0%	i	-0.5	4.0%	8.8%	-13.3%	11.5%	4.6%
COc1ccc(NC(=O)c2cccc3ccccc23)cc1OC	2.3%	3.9%	i	-1.1	4.3%	/	/	/	0.4%
O=C(NC(=O)N1CCN(c2ccccc2F)CC1)c1ccccc1	12.2%	-0.6%	i	-2.4	-9.4%	8.5%	7.5%	0.1%	23.3%
CC1(C(=O)NCCCN2CCOCC2)Oc2cccnc2NC1=O (stereo not given)	5.1%	-9.4%	i	-2.1	-46.4%	-21.2%	-17.6%	4.9%	-0.1%
Cc1ccc2nc(N/C(=N/S(=O)(=O)c3ccc(F)cc3)c3ccccc3)sc2c1	-3.9%	-25.1%	i	0.2	-26.1%	-29.8%	-2.5%	-14.8%	4.5%
CC1CCc2[nH]c3ccc(C(=O)N(C)CC(=O)Nc4cccc(F)c4)cc3c2C1 (stereo not given)	12.3%	-18.9%	i	4.9	-17.4%	2.6%	-2.2%	-1.8%	0.1%
Cc1cccc(C(=O)NNC2=CC(=O)CC(C)(C)C2)c1O	1.2%	-2.1%	i	5.6	0.9%	-10.2%	37.5%	-2.4%	0.7%
COc1cc(OC)c(OC)cc1CN1CCN(Cc2ccco2)CC1	-0.1%	1.1%	i	-0.4	1.0%	-3.1%	-12.7%	-1.2%	-0.3%
COc1cccc(NC(=O)[C@H](CC(C)C)NC(=O)[C@@H]2Cc3ccccc3CN2)c1	6.1%	-6.2%	i	-2.8	-1.7%	-5.6%	-10.8%	-0.4%	0.0%
COc1ccccc1O	-9.7%	11.7%	i	0.6	6.3%	?	0.2%	-18.2%	3.1%
COc1cc(OC)c(C2SCCN2S(=O)(=O)c2ccc(F)cc2)cc1OC (stereo not given)	-1.8%	?	i	0.1	-4.0%	16.1%	-12.9%	16.9%	0.2%
Cc1nn(CC(=O)N2CC(=O)Nc3ccccc32)c(C)c1[N+](=O)[O-]	7.6%	0.9%	i	2.1	-0.6%	12.3%	7.7%	-1.5%	4.7%
Cc1ccc(NC(=O)c2ccc3[nH]c(=O)c(=O)[nH]c3c2)nc1	0.7%	-4.7%	i	-0.7	-8.9%	5.7%	/	1.3%	3.6%
COc1ccc(CN(C)C[C@H]2OCCCC[C@H](C)Oc3ccc(NC(=O)CCC(F)(F)F)cc3C(=O)N([C@@H](C)CO)C[C@@H]2C)cc1	-5.9%	-4.0%	i	-3.4	-22.7%	/	-8.2%	/	-1.2%
CC(=O)c1cc(C#N)c(SCc2ccc([N+](=O)[O-])cc2)nc1C	-2.2%	4.9%	?	7.6	9.1%	10.9%	4.2%[11.3 µM]	12.2%	-0.3%
Cc1ccc(C2=Nc3ccccc3N=C(C(Cl)Cl)C2)cc1	3.6%	-22.0%	i	-2.2	-62.2%	?	-2.5%	-0.4%	?
Cc1[nH]c2ccccc2c1C=NNC(=O)c1cc(-c2cccnc2)nc2ccccc12	11.9%	11.4%	i	0.3	-4.8%	8.8%	16.6%	0.0%	0.1%
COc1ccc(C(=O)NC2CC2)cc1OC1CCN(C(C)CSC)CC1 (stereo not given)	-5.7%	2.9%	i	-2.4	-1.3%	9.3%	-7.4%	5.4%	0.5%
CN1c2ccc(Cl)cc2-c2nc(SCC(=O)Nc3cc(F)ccc3F)ncc2S1(=O)=O	/	8.8%	i	/	-5.6%	?	7.7%	-11.8%	4.7%
O=C(Nc1ccc(Cl)c(C(F)(F)F)c1)N1CCCC(O)C1 (stereo not given)	-0.6%[15.6 µM]	1.4%	i	-0.8	5.0%	-0.8%	7.9%	3.6%	0.2%
O=C(c1cc([N+](=O)[O-])ccc1N1CCCCC1)N1CCc2ccccc21	11.7%	-0.2%	?	0.0	-2.6%	?	?	?	-0.2%
Cc1ccc(N(CC(=O)NC2CCCCC2)C(=O)CNC(=O)c2ccco2)cc1C	0.8%	3.6%	?	0.1	-0.7%	2.6%	-8.6%	0.4%	0.1%
CN(c1ccc(O)cc1)c1nc(-c2cccs2)cs1	26.8%	4.5%	i	-4.4	1.2%	?	109.6%[activator]	0.6%	5.8%
COc1ccc(NS(=O)(=O)c2cc(NC(=O)CCc3ccc(OC)c(OC)c3)ccc2N2CCOCC2)cc1	12.7%	0.7%	i	0.1	-6.7%	-17.6%	-22.6%	-11.4%	-0.5%

# Part of the list above, set out differently:
# Screens in order: EPAC2 ag | TGFb SMAD3 inh | ATXN viability | IL-2 act | HepG2 viability | Nrf2 block | ATXN2 expr inh | A549 viability | Nrf2 ARE act
- Cc1cccc(C(=O)NNC2=CC(=O)CC(C)(C)C2)c1O
 : 1.2% | -2.1% | i | 5.6 | 0.9% | -10.2% | 37.5% | -2.4% | 0.7%
- Cc1ccc(C2=Nc3ccccc3N=C(C(Cl)Cl)C2)cc1
 : 3.6% | -22.0% | i | -2.2 | -62.2% | ? | -2.5% | -0.4% | ?
